# FBW7 activator: FBW7 E3 ligase activators, primary screen, biochemical, AlphaScreen, human; AlphaScreen FBW7–phospho-cyclin E peptide binding, activator screen; normalized activity (activation), % at 26.1 µM; actives 0.13% (n = 650,000); F-box/WD repeat-containing protein 7 (Homo sapiens), Q969H0; in the data active means normalized activity above about 1.9%;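 further: purified mutant Fbw7 with reduced substrate affinity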
# TEAD-YAP inh: TEAD-YAP interaction inhibition, primary screen, TEAD-YAP interaction inhibitor project, luminescence, HEK-TIYL cells | actives 1.4% (n = 640,000) | inhibition, % at 9.12 µM | AID 1259422, 2018 | TEAD-Gal4/YAP UAS-luciferase luminescence; in the data active means inhibition above about 32%;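 further: 0% = median of test compound wells and 100% = reference inhibitor wells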
# MITF primary: MITF inhibitors, primary screen, biochemical, AlphaScreen, human. AlphaScreen MITF homodimerization, bead proximity signal. inhibition, % at 2.6 µM. actives 0.91% (n = 650,000). AID 1259374, 2018; in the data active means inhibition above about 50%;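 further: 0% = vehicle wells with protein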
# Target sequence (O75030 whole entry, looked up): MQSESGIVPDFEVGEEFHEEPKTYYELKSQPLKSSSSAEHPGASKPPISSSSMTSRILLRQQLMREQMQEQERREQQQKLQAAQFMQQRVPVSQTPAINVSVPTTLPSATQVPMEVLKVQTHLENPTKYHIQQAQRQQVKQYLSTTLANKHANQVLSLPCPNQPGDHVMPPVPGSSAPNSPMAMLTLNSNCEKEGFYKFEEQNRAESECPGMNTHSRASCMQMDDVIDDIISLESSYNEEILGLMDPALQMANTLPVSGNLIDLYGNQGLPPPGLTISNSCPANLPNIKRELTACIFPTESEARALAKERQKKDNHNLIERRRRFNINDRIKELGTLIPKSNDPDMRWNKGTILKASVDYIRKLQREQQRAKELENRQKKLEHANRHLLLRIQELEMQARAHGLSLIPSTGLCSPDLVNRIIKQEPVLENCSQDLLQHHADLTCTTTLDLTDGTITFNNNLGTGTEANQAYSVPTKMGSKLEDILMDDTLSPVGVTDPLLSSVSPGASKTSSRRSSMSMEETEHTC
# GPR151 activ: activators of human GPR151, primary screen, cell-based, PathHunter beta-arrestin, luminescence; G-protein coupled receptor 151 (Homo sapiens), Q8TDV0; PathHunter beta-arrestin GPR151 cells; activation, % at 11.2 µM; actives 1% (n = 650,000); in the data active means activation above about 4.9%;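 further: 0% = median of compound wells and 100% = cells with positive control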
# Target sequence (Q8TDV0 whole entry, looked up): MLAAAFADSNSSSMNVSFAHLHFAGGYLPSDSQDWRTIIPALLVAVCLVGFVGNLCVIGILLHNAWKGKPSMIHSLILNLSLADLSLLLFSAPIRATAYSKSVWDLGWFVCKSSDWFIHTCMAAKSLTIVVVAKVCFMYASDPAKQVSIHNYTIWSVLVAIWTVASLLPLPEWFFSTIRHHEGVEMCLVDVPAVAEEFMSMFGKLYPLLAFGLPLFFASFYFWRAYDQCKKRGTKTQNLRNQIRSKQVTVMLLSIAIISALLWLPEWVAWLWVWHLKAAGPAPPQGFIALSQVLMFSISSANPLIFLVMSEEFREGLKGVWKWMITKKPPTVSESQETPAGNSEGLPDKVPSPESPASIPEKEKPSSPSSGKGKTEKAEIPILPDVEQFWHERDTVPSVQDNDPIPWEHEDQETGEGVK
# * marks the source's active call; other numbers are inactive results; & = joins results of further samples.
Structure,FBW7 activator,TEAD-YAP inh,GPR151 activ,MITF primary
CCOC(=O)CSc1nc2ccsc2c(=O)n1CCCCCC(=O)Nc1ccc(OC)cc1,-0.1,-2,-0.9,5
COc1ccc(C(=O)COC(=O)CCC(=O)c2cccs2)cc1,-0.1,-3,0.7,-3
CC(=O)Nc1ccc(N2C(=O)C3C4CCC(C4)C3C2=O)cc1 (stereo not given),0.0,-9,-0.4,-10
CCn1c(C(=O)N2CCC(C(=O)NCc3cccc(OC)c3OC)CC2)cc2occc21,0.3,13,-1.8,10
NC(=O)C1CCN(C(c2ccco2)c2sc3nc(-c4ccco4)nn3c2O)CC1 (stereo not given),-0.3,0,0.6,0
CC12CN3CC(C)(CN(C1)C3c1ccc(Br)cc1)C2O (stereo not given),-0.1,-3,0.0,-1
Cc1c(OCc2ccccc2)ccc2c3c(c(=O)oc12)CCCC3,0.2,-13,-0.5,7
CCCC(c1nnnn1Cc1cccs1)N1CCN(C)CC1 (stereo not given),-0.1,0,-0.3,-1
COc1ccc(NC(=O)C2=C(C)NC(=O)NC2c2ccc(O)c(OC)c2)c(OC)c1 (stereo not given),0.0,3,-0.5,3
CCN1C(=O)/C(=C/c2c(OC)ccc3ccc(OC)cc23)N(C)C1=S,0.5,-7,-1.2,-2
CCc1ccc(/C=N/NC(=O)CNc2n[nH]c(=O)[nH]c2=O)cc1,0.7,1,1.1,14
O=C1c2ccccc2C(=O)N1c1ccncc1,0.1,6,2.2,11
O=C(Nc1nc(CCN2C(=O)c3ccccc3C2=O)cs1)c1ccc([N+](=O)[O-])cc1,0.1,0,2.7,0
COc1ccccc1C1CN(CC(=O)N(C)C(C)c2nccs2)Cc2ccccc2O1 (stereo not given),0.1,-2,-1.3,-7
CCOC(=O)CCN(Cc1ccccc1)S(=O)(=O)c1ccc2c(c1)OCCO2,0.8,15,1.2,-32
Cc1ccc(-c2ccc(OCC(=O)NC(C)(C)C)cc2)cc1,0.0,7,1.6,10
Cc1ccc(NC(=O)Nc2nnc(N3CCCCC3)s2)cc1C,0.1,2,-2.5,8
Cc1nnc(SCC(=O)Nc2ccc(O)cc2)c2ccccc12,0.1,-6,-0.5,14
CCCCOc1ccc(C(=O)Nc2ccc3c(c2)CCC(=O)N3C)cc1,-0.1,-2,0.5,-10
Cc1cc(C)c(NC(=S)N2CCCC2C(=O)O)c(C)c1 (stereo not given),-0.1,-5,0.8,-5
O=C(CCc1nnc(COc2ccccc2)o1)NC1CCCC1,0.0,-51,0.9,1
CCOc1ccc(N2CCn3c2nnc(C(=O)NCc2ccc(Cl)cc2)c3=O)cc1,0.1,0,5.0*,4
N#Cc1ccc(-c2cccs2)nc1SCC(=O)Nc1ccc(I)cc1,-0.1,13,-0.9,12
CCn1cc(C(=O)O)c(=O)c2cnc(N3CCCC3)nc21,0.3&-0.1,14,2.3&-0.3,10&-6
COC(=O)c1ccc(NC(=O)c2cc(Br)cc(Br)c2I)cc1,0.0,-10,-0.2,8
CC(=O)N1CCC[C@@H]2CN(Cc3ccc(F)cc3)CC[C@H]21,0.3,-6,-1.3,2
CCn1c(SCC(=O)c2ccccc2)nc2ccccc2c1=O,0.1,1,1.9,-10
C=CC[n+]1c(NNC(=O)c2ccc(Br)cc2)sc(C)c1-c1ccc(OCC)cc1,-0.1,-4,0.8,-7
CCCC(=O)Nc1cc(Cl)ccc1OC,0.2,-2,-1.5,19
Clc1cccc(Cl)c1CNCC1CCCO1 (stereo not given),0.0,3,-0.8,6
O=C(CSc1nc2ccc(I)cc2c(=O)[nH]1)N1CCCCC1,0.2,3,-0.3,15
COc1ccc2c(c1)c(=O)oc1c(CN(C)C)c(O)ccc12,0.1,-25,-2.4,19
COc1ccc(Nc2cc(C(=O)NCCN3CCCC3)c3ccccc3n2)c(OC)c1,-0.6,-7,-0.9,4
O=C(Nc1cc(-c2ccco2)nn1CCO)c1ccco1,0.7,4,-1.2,6
CCN(CC)CC(=O)Nc1ccc(Br)cc1,-0.1,3,0.5,-2
O=C1C2CCCN2C(c2ccc([N+](=O)[O-])cc2)N1c1ccc(Cl)cc1 (stereo not given),0.5,1,-0.9,10
CSc1sc(C)cc1C1C(C#N)=C(N)N(c2c(F)cccc2F)C2=C1C(=O)CC(C)(C)C2 (stereo not given),0.1,-3,-0.9,11
Cc1c(C(=O)N2CCN(Cc3ccc4c(c3)OCO4)CC2)sc2ncnc(N3CCN(c4ccccc4F)CC3)c12,1.1,27,2.0,22
CC(=O)c1cccc(NC(=O)CN2C(=S)NC(C)(C)CC2C)c1 (stereo not given),0.1,3,-0.2,7
Nc1nonc1NCn1nnc2ccccc21,0.6,6,0.9,-3
COC(=O)C1C2C=CC3(CN(c4ccc(C)cc4)C(=O)C13)O2 (stereo not given),-0.1,-7,1.3,3
CCn1cc(C(=O)O)c(=O)c2cc3c(cc21)OCO3,0.2&-0.2&0.0,4&-10,0.0&-0.7&-2.3,3&-15&12
COc1ccc(C(=O)N2CCN(c3ccc(-c4ccco4)nn3)CC2)cc1,0.0,-3,2.7,6
O=C(Nc1nc(-c2ccc3ccccc3c2)cs1)c1ccc(Br)cc1,0.0,0,0.8,3
CCCCn1c(SCC(=O)N(CCC)CCC)nc2ccsc2c1=O,0.6,14,1.9,1
COC(=O)C1=C(C)N(CCc2ccc(OC)cc2)C(=O)/C1=C\c1ccc(C(=O)OC)cc1,0.0,3,-0.3,-11
O=CN1CCN(Cc2cccc([N+](=O)[O-])c2)CC1,0.9,10,1.9,15
Fc1ccc(CCNC(=S)NCC2CCCO2)cc1 (stereo not given),-0.2,-33,1.8,-8
Cc1cc(C(=O)COC(=O)c2ccc([N+](=O)[O-])s2)c(C)n1-c1ccc2c(c1)OCCO2,-0.5,6,-1.6,12
COc1ccc(N2CCN(c3ncnc4sc(C(=O)NCc5ccccc5OC)c(C)c34)CC2)cc1,-0.2,-3,0.6,-4

# New compounds follow:
Structure,FBW7 activator,TEAD-YAP inh,GPR151 activ,MITF primary
CC(=O)Nc1ccc(CNC(=S)Nc2ccc(Br)cc2)cc1,-0.1,-6,-0.4,-4
O=C1C(=O)N(c2ccccn2)C(c2cccc([N+](=O)[O-])c2)/C1=C(/O)c1ccccc1 (stereo not given),-0.1,-2,1.7,6
Cc1ccccc1NC(=S)N1CC(C)OC(C)C1 (stereo not given),0.3,8,-0.6,7
OCCN(CCO)c1nc(-c2ccccc2)nc2c1oc1ccccc12,-0.1,8,0.9,-12
CCN(CCCNC(=O)CCCN1C(=O)COc2ccc(C)cc21)c1cccc(C)c1,1.2,-9,-0.4,18
COCCCNC(=O)C1CCN(C(=O)c2cnn(-c3ccccc3)c2-n2cccc2)CC1,0.0,-7,0.0,2
CC(C)(C)c1ccc(S(=O)(=O)NCC(=O)Nc2ccc3c(c2)OCCO3)cc1,0.0,3,1.8,11
Cc1cc(CN2C(=O)C(C)Oc3cc(Cl)ccc32)no1 (stereo not given),0.1,-4,0.9,17
CCOC(=O)CSc1nc2c(c(=O)n(C)c(=O)n2C)n1Cc1ccc(C)cc1,0.0,-11,1.7,1
CC(C)Oc1ccc(N2CC(C(=O)OCC(=O)Nc3ccccc3)CC2=O)cc1 (stereo not given),1.0,-3,1.4,24
O=C(CC1C(=O)NCCN1Cc1cccc(F)c1)NC1CCCCCC1 (stereo not given),-0.1,-1,-0.1,-7
O=C(c1ccc(CS(=O)(=O)Cc2ccccc2Cl)o1)N1CCC2(CC1)OCCO2,0.0,-1,-0.2,10
CCC(=O)N1N=C(c2cccc([N+](=O)[O-])c2)CC1c1ccccc1 (stereo not given),-0.1,0,-0.7,3
CC(=O)Nc1ccc(Nc2cc(NCCN3CCOCC3)nc(N)n2)cc1,-0.1,-4,-0.2,-11
O=S(=O)(Cc1ccccc1)Nc1ccc(Br)cn1,0.0,0,-0.7,3
Cc1cc(C)cc(NC(=O)CCCn2c3ccccc3c(=O)c3cc(C)ccc32)c1,0.0,5,-1.2,-12
CC(C)=C1C2C=CC1C1C(=O)N(c3ccccc3[N+](=O)[O-])C(=O)C21 (stereo not given),0.0,2,-0.8,7
O=C(Nc1ccc(S(=O)(=O)N2CCc3ccccc32)cc1)C(F)(F)F,-0.2,9,-1.0,3
CCOC(=O)c1cnc(Nc2ccc(C)cc2C)[nH]c1=O,0.2,-8,-1.2,-9
Cc1sc2c(c1C)CN(CC1CCCO1)CN2C(=O)c1ccccc1 (stereo not given),0.2,-10,-0.6,10
S=c1nc(-c2csc3c2CCCC3)[nH][nH]1,-0.2,-9,-0.8,1
COc1ccc(Cl)cc1NC(=O)c1cc(S(=O)(=O)N2CCC3(CC2)OCCO3)ccc1F,0.7,-2,0.5,14
O=C(Nc1cccc(I)c1)C(=O)C1C(=O)Nc2ccccc21 (stereo not given),-0.1,-13,-0.6,9
Cc1ccc(N=c2oc3ccc([N+](=O)[O-])cc3cc2C(=O)Nc2nccs2)cc1,0.1,-7,0.0,3
Cc1ccc(NC(=S)c2ccccn2)cc1,-0.5,51*,-9.0,15

# Reformatted field by field: part of the list above
> O=S(=O)(Cc1ccccc1)Nc1ccc(Br)cn1
  FBW7 activator: 0.0 | TEAD-YAP inh: 0 | GPR151 activ: -0.7 | MITF primary: 3
> Cc1cc(C)cc(NC(=O)CCCn2c3ccccc3c(=O)c3cc(C)ccc32)c1
  FBW7 activator: 0.0 | TEAD-YAP inh: 5 | GPR151 activ: -1.2 | MITF primary: -12

# (continued)
Structure,FBW7 activator,TEAD-YAP inh,GPR151 activ,MITF primary
Cc1ccccc1-c1nsc(SCC(=O)Nc2ccccc2)n1,-0.1,-8,2.3,1
COc1ccc(Cl)cc1NC(=O)c1cnc(N2CCN(c3ccccn3)CC2)c2ccccc12,0.1,16,-0.4,11
Cc1cccc(C(=O)N2CCC(c3nc4ccccc4[nH]3)CC2)c1,0.4,3,1.3,5
Cc1cccc(NC(C)C(=O)N/N=C/c2cc([N+](=O)[O-])ccc2O)c1 (stereo not given),-0.5,22,1.0,30
Nc1c(C(=O)NCc2ccccc2)sc(=S)n1-c1ccccc1,0.1,-5,-1.2,13
CN(c1ccccc1)c1ccc(CN2CCN(C)C(CCO)C2)cc1 (stereo not given),-0.1,-8,0.0,-3
COc1ccc(CCNC(=O)CSc2nc3ccsc3c(=O)n2Cc2ccccc2Cl)cc1OC,0.0,7,0.4,7
Cn1c(C(=O)N2CCCC(C(=O)NCc3cccs3)C2)cc2sccc21 (stereo not given),-0.2,-1,-0.1,4
Cc1nnc(SCC(=O)c2ccc3c(c2)OCCO3)s1,0.8,-60,-4.9,-15
N#C/C(=C/Nc1ccc(C(N)=O)cc1)c1nc(-c2cc3ccccc3oc2=O)cs1,0.0,0,-0.6,-9
CCOC(=O)/C(=C/Nc1ccccc1)[N+](=O)[O-],0.1,7,-1.5,6
COC(=O)c1nn(-c2ccc(F)cc2)cc1O,-0.1,-17,-3.6,-8
CCSc1nc(-c2ccccc2)c(NC(=O)C2CC2)s1,0.1,3,0.0,9
O=C1OC(c2cccc(Cl)c2)=N/C1=C\c1ccccc1,-0.1,73*,-8.0,-9
COCCC(=O)Nc1ccc2c(c1)CN(Cc1cn[nH]c1C1CCCCC1)CC2,-0.1,4,1.7,-5
c1ccc(-c2nc(C34CC5CC(CC(C5)C3)C4)co2)cc1,0.0,6,0.0,7
COc1ccc(OC)c(CC(=O)N2CCC(c3ncncc3-c3ccncc3)CC2)c1,-0.1,-4,-0.3,5
CC1(O)c2ccccc2C(=O)N1CCc1ccccc1F (stereo not given),0.1,-30,0.8,16
CC(=O)OCCNC(=O)C(OC(C)=O)C(OC(C)=O)C(=O)NCCOC(C)=O (stereo not given),0.0,0,0.2,3
Cn1c(=O)c(=O)n(C)c2cc(S(=O)(=O)CCC(=O)NC3CCCC3)ccc21,0.8,4,1.2,7
COc1ccc(CCNc2nc(-c3ccc(OC)c(OC)c3)no2)cc1OC,0.8,-2,0.6,7
COc1cc(Cl)c(CN2CCC3(CCC(=O)N3C)CC2)cc1OC,0.3,10,-1.4,9
CCCS(=O)(=O)c1c(S(=O)(=O)CCC)c2c(C(N)=O)cccn2c1C(=O)c1ccc(Br)cc1,-0.1,9,-0.3,-11

# Arranged by formula weight (ascending): part of the list above
Structure,FBW7 activator,TEAD-YAP inh,GPR151 activ,MITF primary
Cc1cccc(C(=O)N2CCC(c3nc4ccccc4[nH]3)CC2)c1,0.4,3,1.3,5
Cc1cccc(NC(C)C(=O)N/N=C/c2cc([N+](=O)[O-])ccc2O)c1 (stereo not given),-0.5,22,1.0,30
COc1cc(Cl)c(CN2CCC3(CCC(=O)N3C)CC2)cc1OC,0.3,10,-1.4,9
Cn1c(=O)c(=O)n(C)c2cc(S(=O)(=O)CCC(=O)NC3CCCC3)ccc21,0.8,4,1.2,7
COCCC(=O)Nc1ccc2c(c1)CN(Cc1cn[nH]c1C1CCCCC1)CC2,-0.1,4,1.7,-5
